# HEK293 NFkB inh = lowers PMA/ionomycin-induced NF-kB signal in HEK293 cells | HEK-293 NF-kB luciferase reporter, luminescence | inhibition, % at 3 µM | actives 0.21% (n = 62,000);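 active = inhibition above the mean of all tested compounds plus 3 SD, cut at about 40% in these data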;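 note: 0% = stimulated DMSO wells and 100% = 10 µM reference inhibitor 5653914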
#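 System – HEK-293 cells with stable firefly luciferase reporter driven by four HIV NF-kB elements · Doses – one dose, 3 µM · Schedule – 1 h compound pre-incubation, 16 h PMA/ionomycin at 37 °C · Technique – luminescence from luciferase substrate reagent · Measure – percent inhibition normalized per plate to DMSO and reference-inhibitor controls · Replicates – tested once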
# HTR1E agonist = activates the human 5-HT1E serotonin receptor. CHO 5-HT1E Ga15 NFAT-bla reporter, FRET; 0% DMSO wells, 100% control agonist wells. activation, % at 6 µM. actives 0.69% (n = 65,000). P28566;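 active = activation above a set limit, the screen-wide mean activation plus 3 SD, cut at about 8.5% in these data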;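 note: 100% = positive control agonist at 1 µM giving full maximal response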
# M1 agonist = agonists of M1 muscarinic receptor; actives 3% (n = 64,000); CHO-M1 cells, Fluo-4 calcium fluorescence, agonist mode; active compounds read high; B-score at 10 µM; AID 626;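 active = fluorescence rise, raw or as B-score row- and column-corrected plate score, outside the 99.7% band of its plate's samples, either direction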
# 5HT1E antag = blocks the human 5-HT1E serotonin receptor; actives 0.99% (n = 65,000); AID 571; P28566; CHO 5-HT1E Ga15 NFAT-bla reporter, FRET, antagonist; inhibition, % at 6 µM;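 active = inhibition above a set limit, the mean inhibition across every tested compound plus 3 SD, cut at about 29% in these data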;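 note: signal is the 460 over 535 nm emission ratio of beta-lactamase substrate; 0% = agonist plus DMSO wells and 100% = wells without agonist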
# S1P1 ag pot = S1P1 (human) agonism or agonism potentiation | actives 0.57% (n = 56,000) | AID 449 | S1P1 CRE-bla cells, forskolin, beta-lactamase FRET, potentiator mode; S1P1 agonist co-added at EC20, 2 nM; 100% = saturating reference agonist, 0% = basal | activation, % at 9.5 µM;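 active = activation above a cutoff set at the mean activation of all tested compounds plus 3 SD, cut at about 54% in these data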;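 note: forskolin at 4 µM as EC80 and the EC20 agonist is SEW2871; 100% = SEW2871 at its EC100 plus forskolin at EC80; some compounds past the cut are filed as inactive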
# HER2 expr 66K = inhibitors of human Her2 kinase expression; P04626; SKBR-3 HER2 protein level, AlphaScreen, 18-24 h; active compounds read low; HER2 level % of control, % at 10 µM; actives 0.69% (n = 65,000); AID 645;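 active = HER2 level under 5% of the carrier-only control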;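 note: 100% = DMSO carrier and 0% = 500 nM PU-H71 HSP90 inhibitor; lower value means stronger loss of Her2 protein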
# Target sequence (P04626 whole entry, looked up): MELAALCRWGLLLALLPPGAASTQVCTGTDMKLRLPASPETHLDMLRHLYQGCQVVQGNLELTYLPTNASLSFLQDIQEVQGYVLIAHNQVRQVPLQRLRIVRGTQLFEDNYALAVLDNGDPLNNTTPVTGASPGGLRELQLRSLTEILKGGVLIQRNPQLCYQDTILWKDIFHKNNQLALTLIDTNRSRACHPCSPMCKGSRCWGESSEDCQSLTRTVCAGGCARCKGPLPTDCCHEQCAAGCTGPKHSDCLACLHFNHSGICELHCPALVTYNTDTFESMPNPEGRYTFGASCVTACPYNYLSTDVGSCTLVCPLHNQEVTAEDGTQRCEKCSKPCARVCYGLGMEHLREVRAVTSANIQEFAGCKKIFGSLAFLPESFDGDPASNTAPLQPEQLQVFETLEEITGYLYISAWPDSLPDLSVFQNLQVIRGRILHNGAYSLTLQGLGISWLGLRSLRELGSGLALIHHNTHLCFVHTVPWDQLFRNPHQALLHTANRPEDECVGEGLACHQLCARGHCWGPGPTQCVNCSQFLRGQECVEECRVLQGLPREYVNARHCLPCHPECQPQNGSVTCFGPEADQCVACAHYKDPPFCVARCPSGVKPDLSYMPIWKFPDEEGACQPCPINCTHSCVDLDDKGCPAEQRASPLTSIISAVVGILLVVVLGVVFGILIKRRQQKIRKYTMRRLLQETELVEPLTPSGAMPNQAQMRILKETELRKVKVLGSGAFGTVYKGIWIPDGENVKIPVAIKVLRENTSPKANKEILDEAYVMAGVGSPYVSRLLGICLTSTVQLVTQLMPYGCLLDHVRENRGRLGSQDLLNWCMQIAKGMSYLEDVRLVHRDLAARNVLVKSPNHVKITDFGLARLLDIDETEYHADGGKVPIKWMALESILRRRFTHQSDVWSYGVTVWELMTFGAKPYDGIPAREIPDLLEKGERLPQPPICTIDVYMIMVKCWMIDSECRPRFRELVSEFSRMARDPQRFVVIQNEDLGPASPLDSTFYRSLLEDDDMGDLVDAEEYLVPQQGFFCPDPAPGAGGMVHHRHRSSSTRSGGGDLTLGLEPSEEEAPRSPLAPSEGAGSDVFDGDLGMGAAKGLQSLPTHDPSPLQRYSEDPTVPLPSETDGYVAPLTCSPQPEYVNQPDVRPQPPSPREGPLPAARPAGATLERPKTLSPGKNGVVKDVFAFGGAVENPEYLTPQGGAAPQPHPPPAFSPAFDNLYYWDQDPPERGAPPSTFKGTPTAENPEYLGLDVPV
# M1 antag = blocks the rat M1 muscarinic receptor response to acetylcholine | CHO-M1 cells, Fluo-4 calcium, ACh EC80 antagonist mode; active compounds read low | B-score at 10 µM | actives 3.4% (n = 64,000) | AID 628;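 active = calcium fluorescence response, raw or row-and-column corrected B-score, differing from the plate sample mean either way at a set confidence level, mostly lower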
# S1P3 ag = activates the human S1P3 receptor; Q99500; actives 0.1% (n = 60,000); S1P3 NFAT-BLA reporter cells, agonism, FRET ratio; relative to 1 µM S1P, basal subtracted; activation, % at 4.5 µM;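 active = activation above the screen-wide mean plus 3 SD, cut at about 4.5% in these data, passing the limit was not always enough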; note: some compounds called inactive have numbers as strong as hits
#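 Material: Human S1P3 NFAT-BLA reporter CHO cells | Incubation: Overnight plating, 4 h compound 37 °C, 2 h substrate RT | Signal: FRET β-lactamase substrate fluorescence, excitation 405 nm, 460/535 nm emission ratio, background-subtracted | Compound: 4.5 µM final, single dose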
# Jurkat tox 60K = cytotoxic compounds reducing Jurkat cell viability; Jurkat E6.1 viability, ATP luminescence, 48 h; inhibition, % at 4 µM; actives 1.2% (n = 56,000); AID 463;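 active = inhibition above the mean inhibition of all tested compounds plus 3 SD, cut at about 28% in these data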
# Starred values were filed as active, the others as inactive; / = no result given. Hits appear at their usual frequency; about 9.2% have a hit in one of these screens.
SMILES,HEK293 NFkB inh,HTR1E agonist,M1 agonist,5HT1E antag,S1P1 ag pot,HER2 expr 66K,M1 antag,S1P3 ag,Jurkat tox 60K
CCN(CC)CCCNC(=O)N[C@@H](Cc1ccccc1)C(=O)O,10,0.2,-0.31,-7,-19,102,0.14,0.6,4
COc1ccc(C2NC(=O)NC(C)=C2C(=O)Nc2cccc(C)c2C)cc1 (centres undefined),11,0.0,-0.72,2,10,107,-0.81,-1.5,1
CCOc1ccc2[nH]c(=O)c(CN(CCO)C(=O)CC)cc2c1,1,0.1,-0.53,-2,-10,93,0.44,-0.3,-2
O=C(O)Cc1cc2c(s1)CCCCC2,10,-1.2,-0.48,-2,-6,104,-0.2,-0.5,-5
Cc1ccc(S(=O)(=O)N2CCC(C(=O)N3CCC(C(=O)NCC4CCCO4)CC3)CC2)cc1 (centres undefined),-2,-0.5,0.74,-5,-11,128,0.19,0.1,-2
CCCC(=O)c1ccc(N2CCN(C(=O)c3ccc(Br)cc3)CC2)c(F)c1,0,2.3,0.038,-16,1,59,0.6,-1.4,-5
COc1ccc(-c2oc3ncn(CCN4CCOCC4)c(=N)c3c2-c2ccc(OC)cc2)cc1,17,2.5,-0.17,-7,-28,75,-11*,-0.5,-4
CCN(CC)C(=O)Cn1c(=O)n(Cc2ccccc2Cl)c2c1c(=O)n(C)c(=O)n2C,20,-0.6,-0.13,7,-5,96,0.33,-1.2,6
Fc1ccc(-c2nnc(SCc3ncc(-c4ccccc4)o3)n2CC2CCCO2)cc1 (centres undefined),13,-0.4,1.4,-1,/,108,0.13,/,/
COc1ccc(-c2nnc3ccc(SCC(=O)N4CCCC4)nn23)cc1,20,0.5,1.5,-8,24,97,-1.6,-1.0,3
CC(=O)Cc1nsc(NC(=O)c2ccc(COc3ccc(C)cc3)o2)n1,-5,0.2,0.92,0,16,77,0.039,0.0,-1
Cc1cc(NC(=O)CCC(=O)N(CCC(C)C)CC(=O)NCC2CCCO2)no1 (centres undefined),12,-0.2,-1,-1,0,107,-0.027,-1.4,-3
CCC(=O)N(CCc1ccccc1C)Cc1cc2cc3c(cc2[nH]c1=O)OCO3,16,0.8,0.27,-14,-4,51,0.38,0.6,-11
CC1(C)CC(=O)C2=C(C1)NC(=O)CC2c1ccc(N(CCC#N)CCC#N)cc1 (centres undefined),17,0.1,0.14,-8,-1,119,0.0062,-1.2,-2
COC(=O)c1ccc(CSc2ccc3nnc(-c4cccc(F)c4)n3n2)o1,1,1.1,-0.26,20,-34,107,-9.2*,-0.8,4
CN1CCN(/C=N/c2c(C#N)cnn2C)CC1,0,-1.0,0.43,4,3,85,-0.27,0.0,-3
Cc1ccc(N2CCCCn3c2nc2c3c(=O)[nH]c(=O)n2C)cc1,1,-0.3,0.002,4,-12,97,0.26,0.3,7
Cc1cc(C)n2cc(CSc3ncccc3C(=O)O)nc2n1,4,-1.4,-0.43,4,-5,78,-0.28,-1.2,12
Cn1c(SCC(=O)NC(C)(C)C)nnc1-c1ccc(C(C)(C)C)cc1,14,-0.1,-1.4,-5,2,70,0.23,-0.4,8
O=C(Nc1ccccc1Cl)c1ccc(S(=O)(=O)N2CCOCC2)cc1,5,-1.1,-0.3,6,-3,110,1.2,-0.6,2
O=C(CSc1nnc(Cc2cccs2)n1Cc1ccco1)Nc1cc(Cl)cc(Cl)c1,12,1.2,-0.58,-6,7,73,0.17,-0.1,-7
CC(C)(C)c1ccc(S(=O)(=O)n2c(CN3CCOCC3)nc3ccccc32)cc1,8,-0.9,-0.027,12,/,100,-0.44,/,/
O=C(Nc1cccc(-c2cn3cccnc3n2)c1)c1ccc(Br)o1,7,-0.5,2,4,/,95,-1.2,/,/
O=C(CCCn1c(SCC(=O)c2ccc(Cl)cc2)nc2ccccc2c1=O)NCc1ccco1,20,-0.8,-0.41,6,/,84,0.0044,/,/
COc1ccc(-c2nc3c(c(=O)n(C)c(=O)n3C)n2CC2CC(c3ccccc3)=NO2)cc1OC (centres undefined),-11,0.6,4.7*,7,-16,94,-0.0017,0.2,0

# Some of the entries so far, with two lines to a compound.
# Results follow in this order: HEK293 NFkB inh	HTR1E agonist	M1 agonist	5HT1E antag	S1P1 ag pot	HER2 expr 66K	M1 antag	S1P3 ag	Jurkat tox 60K
> COC(=O)c1ccc(CSc2ccc3nnc(-c4cccc(F)c4)n3n2)o1
  1	1.1	-0.26	20	-34	107	-9.2*	-0.8	4
> CN1CCN(/C=N/c2c(C#N)cnn2C)CC1
  0	-1.0	0.43	4	3	85	-0.27	0.0	-3

# Further records:
SMILES,HEK293 NFkB inh,HTR1E agonist,M1 agonist,5HT1E antag,S1P1 ag pot,HER2 expr 66K,M1 antag,S1P3 ag,Jurkat tox 60K
Cn1c(C(C#N)C2=C(Cl)C(=O)N(c3ccccc3)C2=O)nc2ccccc21 (centres undefined),8,-0.1,0.63,-10,27,102,-0.52,-0.8,6
O=C(Nc1cccc(N2CCCC2)c1)c1cccs1,10,-0.8,0.54,-11,18,92,0.046,-0.9,9
CC(=O)c1cccc(NC(=O)C2C3C=CC(C4CC34)C2C(=O)O)c1 (centres undefined),6,0.1,-0.033,-2,/,98,0.27,-0.4,-3
COCCN(C(=O)CNC(=O)c1ccco1)C(C(=O)NC1CCCCC1)c1cccc(OC)c1 (centres undefined),13,0.7,3.5,-3,-12,106,-0.0081,0.4,-6
Cc1cccc(-c2nnc3n2N=C(c2ccccc2Br)CS3)c1,-4,1.6,0.0024,31*,33,106,-0.6,-0.8,12
Cn1c(SCC(=O)N2CCOCC2)nnc1-c1ccc(NC(=O)c2ccccc2F)cc1,10,-1.3,-0.56,2,3,106,0.017,-0.6,-1
C=CCSC1=C(C#N)C(c2cccc(OC)c2)CC(=O)N1 (centres undefined),-5,-0.3,0.016,9,-4,86,-0.77,-0.7,2
O=C(Nc1ccc(Cc2ccncc2)cc1)c1ccc(S(=O)(=O)N2CCOCC2)cc1,26,0.0,13*,-4,25,84,-2.5*,-1.6,20
O=C1C2CC=CCC2C(=O)N1c1ccc(Cc2ccncc2)cc1 (centres undefined),10,1.1,-3,-8,43,144,-1.1,-1.0,13
CC(Oc1ccccc1)C(=O)NC1CCN(Cc2ccccc2)CC1 (centres undefined),8,-0.8,-0.63,3,-4,118,-0.36,-1.1,5
CCSc1nnc(-c2ccc(OC)cc2)o1,-12,0.1,0.95,-13,-8,99,0.28,-0.6,6
COc1ccc(-c2nc(C#N)c(NCc3ccc(F)cc3)o2)cc1OC,21,0.7,-0.5,30*,-17,95,-0.16,-0.1,16
Cc1ccc(NC(=O)COC(=O)C2CC2C)c(S(=O)(=O)N2CCCCC2)c1 (centres undefined),14,-0.5,-0.44,3,-39,110,-2.8*,0.2,-1
CCN1CCN(CCCNC(=O)c2cn(CCOC)c(=O)c3c2c2ccccc2n3C)CC1,19,-0.7,-0.26,2,3,85,-0.84,-0.1,1
COC(=O)c1ccccc1NC(=O)Cn1nc(C(F)(F)F)c2c1CCC2,8,0.5,1.6,-3,15,48,-0.15,-0.7,-4
CCS(=O)(=O)N1CCCC(C(=O)NCc2ccccc2Cl)C1 (centres undefined),12,-0.9,-0.47,-8,0,90,0.15,0.0,1
Cc1ccc(S(=O)(=O)C2(C(=O)NC3CCCC3)CC2)cc1,3,-0.6,0.23,-2,-2,84,0.21,-0.5,2
CCCc1ccc(OCCNC(=O)CC)cc1,12,0.0,0.013,-7,-16,100,-0.59,0.7,4
CCc1nc(Sc2nc(C)cc(C)n2)c2oc3ccccc3c2n1,37,0.8,0.75,6,-1,74,-0.031,-0.9,5
Cn1c(NC(=O)c2cccc(C(F)(F)F)c2)cc(=O)n(C)c1=O,11,2.8,-0.44,4,-20,92,1.4,1.0,2
CCOC(=O)CCn1nnc(N)n1,7,-1.2,0.39,8,-2,107,-0.33,-0.8,-3
CCOC(=O)Nc1ccc(C(=O)Oc2ccccc2)c(O)c1,14,0.4,-1.1,12,-9,93,-0.17,-1.7,5
Brc1ccc(-c2cn3cccnc3n2)cc1,-1,-0.2,0.64,4,1,106,0.68,0.5,-3
COc1ccc(CNC(=O)c2cnc3n(c2=O)CCS3)cc1,14,-0.7,-0.049,4,6,99,-0.4,-0.8,4
CCC1=Nc2ccccc2NC2=C1C(=O)CCC2,/,-1.0,0.3,-4,-5,108,0.31,-0.2,/

# Exported tab-delimited: part of the list above.
Structure	HEK293 NFkB inh	HTR1E agonist	M1 agonist	5HT1E antag	S1P1 ag pot	HER2 expr 66K	M1 antag	S1P3 ag	Jurkat tox 60K
COc1ccc(C2NC(=O)NC(C)=C2C(=O)Nc2cccc(C)c2C)cc1 (centres undefined)	11	0.0	-0.72	2	10	107	-0.81	-1.5	1
CCOc1ccc2[nH]c(=O)c(CN(CCO)C(=O)CC)cc2c1	1	0.1	-0.53	-2	-10	93	0.44	-0.3	-2
O=C(O)Cc1cc2c(s1)CCCCC2	10	-1.2	-0.48	-2	-6	104	-0.2	-0.5	-5
Cc1ccc(S(=O)(=O)N2CCC(C(=O)N3CCC(C(=O)NCC4CCCO4)CC3)CC2)cc1 (centres undefined)	-2	-0.5	0.74	-5	-11	128	0.19	0.1	-2
CCCC(=O)c1ccc(N2CCN(C(=O)c3ccc(Br)cc3)CC2)c(F)c1	0	2.3	0.038	-16	1	59	0.6	-1.4	-5
COc1ccc(-c2oc3ncn(CCN4CCOCC4)c(=N)c3c2-c2ccc(OC)cc2)cc1	17	2.5	-0.17	-7	-28	75	-11*	-0.5	-4

# The listing continues.
SMILES,HEK293 NFkB inh,HTR1E agonist,M1 agonist,5HT1E antag,S1P1 ag pot,HER2 expr 66K,M1 antag,S1P3 ag,Jurkat tox 60K
CCc1nnc(NC(=O)CSc2nccn2-c2cc(C)cc(C)c2)s1,4,0.2,-0.93,6,9,30,0.092,-0.4,19
O=C(NCCN1CCC(Cc2ccccc2)CC1)C1CCCN(S(=O)(=O)c2cnc[nH]2)C1 (centres undefined),13,-0.4,-0.1,4,-6,88,-2.1,0.0,1
O=C(O)c1ccc(NS(=O)(=O)c2ccc(Cl)c(Cl)c2)cc1O,12,0.3,0,-9,/,/,-0.16,-0.1,-3
COc1ccc(/C=N/n2c(SC)nnc2-c2ccccc2)c(OC)c1OC,-2,2.4,1.3,15,-5,94,0.035,-0.7,68*
COc1ccccc1CNC(=O)c1cnc2sccn2c1=O,10,0.4,-0.3,-6,-24,108,1.1,-0.2,-7
C=CCn1c(-c2ccc(OC)cc2)nc2ccccc21,11,-0.6,0.19,2,-2,80,-0.032,-0.7,5
O=C(CCN1CCc2ccccc2C1)Nc1ccc(F)cc1,17,0.0,-0.71,8,/,118,-1.1,-1.0,0
Cc1ccc(N2C(=O)C3C(C2=O)C2C=CC3C23CC3)cc1 (centres undefined),13,-0.2,-0.64,-9,-15,106,-0.58,-1.0,-1
COc1ccc(C(C)(C)C)cc1NC(=O)Nc1ccc2c(c1)OCO2,12,-0.1,0.9,16,27,142,0.81,-1.9,-6
COCCNc1ncnc2nc[nH]c12,17,0.5,-0.11,-2,/,242,0.61,/,/

# High-throughput results as filed in PubChem BioAssay.
